Source: PubChem
L3MBTL1 block: inhibitors of human L3MBTL1; Q9Y468; AlphaScreen L3MBTL1–H3K9me1 peptide binding; Potency, µM (series often up to 57.1 µM), without a hit: at the highest dose activity, negative = inhibition, actives largely listed as inhibitors; 230,000 tested, 0.66% active; AID 485360; active = well fitted inhibition curve with a large enough effect; inconclusive = small, poorly fitted or top-dose-only effect; inactive = no such curve, though single readings can be large or run the other way; also: nearly all actives have a fitted effect of over 60% in size
Target sequence (Q9Y468 whole entry, looked up): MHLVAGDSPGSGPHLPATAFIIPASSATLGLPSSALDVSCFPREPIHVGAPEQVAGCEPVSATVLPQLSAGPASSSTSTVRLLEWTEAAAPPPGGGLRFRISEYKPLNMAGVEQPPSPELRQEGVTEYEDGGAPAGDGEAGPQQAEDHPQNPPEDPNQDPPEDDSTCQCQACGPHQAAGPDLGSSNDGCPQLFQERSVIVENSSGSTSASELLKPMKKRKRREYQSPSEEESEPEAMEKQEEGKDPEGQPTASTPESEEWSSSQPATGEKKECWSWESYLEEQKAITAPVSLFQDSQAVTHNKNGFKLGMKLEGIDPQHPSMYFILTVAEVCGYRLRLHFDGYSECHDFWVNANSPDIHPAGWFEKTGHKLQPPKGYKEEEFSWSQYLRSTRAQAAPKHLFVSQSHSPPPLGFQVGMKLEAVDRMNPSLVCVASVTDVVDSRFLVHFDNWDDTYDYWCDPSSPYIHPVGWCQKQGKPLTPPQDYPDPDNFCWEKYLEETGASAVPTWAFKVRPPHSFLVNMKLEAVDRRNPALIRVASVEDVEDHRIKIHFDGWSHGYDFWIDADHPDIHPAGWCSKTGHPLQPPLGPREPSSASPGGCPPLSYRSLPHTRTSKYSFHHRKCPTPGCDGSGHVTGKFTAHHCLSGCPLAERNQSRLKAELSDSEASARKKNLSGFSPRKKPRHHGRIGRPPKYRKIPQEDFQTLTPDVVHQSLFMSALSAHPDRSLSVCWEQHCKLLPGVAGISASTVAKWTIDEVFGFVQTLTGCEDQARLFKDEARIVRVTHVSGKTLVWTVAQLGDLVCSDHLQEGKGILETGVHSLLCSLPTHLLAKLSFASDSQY
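Read-out is AlphaScreen signal from streptavidin donor and nickel chelate acceptor beads (10 ug/mL final each) bridging L3MBTL1 (50 nM) and biotinylated K9-monomethylated H3(1-15) peptide (75 nM), after 30 min compound exposure at room temperature.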
Active calls of the source: *; ? = inconclusive; [ ] = remark or other dose. % is scaled to controls: 0 for no effect and ±100 for the full control effect; potency is read from the fitted curve at half-maximal effect. An excerpt. The share of hits here may be higher or lower than overall.

SMILES	L3MBTL1 block
NNC(=O)c1nnn(-c2nonc2N)c1CN1CCCC1	-2%
COc1cccc(-c2ncc3ccccc3c2COC(=O)N2CCOCC2)c1	-1%
CCN(C(=O)COC(=O)c1ccc2c(c1)OCO2)c1ccc(F)cc1	-3%
CN(CC(=O)Nc1ccc(N2CCOCC2)cc1)C(=O)C12CC3CC(CC(C3)C1)C2	-5%
Cc1cc(C(=O)NC2CCCCCC2)c2ccccc2n1	-9%
COc1ccc2c(c1)c([C@@H]1[C@H](C)[C@H]3CCCC[C@H]3CN1S(=O)(=O)c1ccc(C)cc1)cn2C	-10%
CCC(=O)CN(Cc1cc(OC)ccc1OC)S(=O)(=O)c1ccccc1Br	-12%
COc1ccc(C(=O)OCC(=O)c2ccc(CNC(C)=O)s2)cc1	-1%
COCCNC(=O)c1onc(CS(=O)(=O)c2cc(C)cc(C)c2)c1C(=O)NCCOC	1%
CS(=O)(=O)c1ccc(Cl)c(NC(=O)C2CCN(S(=O)(=O)c3cccs3)CC2)c1	0%
CCN(CC)CCCn1c2c(c(SCC(=O)Nc3nc4ccccc4s3)nc1=O)CCC2	11%
Cc1nc(-c2ccc(F)cc2)c(CC(=O)N(C)CC(=O)Nc2ccccc2C(F)(F)F)s1	-2%
O=C(COC(=O)c1ccccc1NCCO)NNC(=O)c1cccs1	14%
O=C1CCN(Cc2ccccc2)S(=O)(=O)c2c(F)cc(F)cc21	5%
COc1ccc(OCC(O)CN2CCNCC2)cc1 (centres undefined)	-4%
O=C1N[C@H](Cc2ccccc2)COC(=O)[C@H](Cc2ccc(F)cc2)CC/C=C/C[C@@H]1CC(=O)N(CCO)Cc1ccccc1	-1%
CC(=O)c1cccc(NC(=O)c2ccccc2N(C)S(=O)(=O)c2ccc(C)cc2)c1	-6%
COc1ccccc1CNC(=O)CCCN1C(=O)NC2(CCCC2)C1=O	7%
CN1CCCN(C(=O)CNC(=O)c2ccc(Cl)cc2Cl)CC1	-2%
Cn1cnc2c1c(=O)n(Cc1ccc(Cl)cc1Cl)c(=O)n2C	0%
COc1cccc(OCCNCc2ccccc2)c1	3%
O=C1N[C@@H](Cc2ccccc2)COC(=O)[C@H](Cc2ccc(F)cc2)CC/C=C/C[C@H]1CC(=O)N(CCO)Cc1ccccc1	-7%
COc1ccc([C@@H]2[C@@H]3C(=O)N(C(C)(C)C)C(=O)[C@@H]3[C@]3(CC(C)C)C(=O)N(c4ccc(C(F)(F)F)cc4)C(=O)N23)cc1	-3%
C(=C(c1ccccc1)c1ccccc1)c1ccccn1	16%
CC(C)C(=O)Nc1cccc(-c2nc3ncccc3o2)c1	1%

Next part, overlapping the part above by 2 compounds.
SMILES	L3MBTL1 block
C(=C(c1ccccc1)c1ccccc1)c1ccccn1	16%
CC(C)C(=O)Nc1cccc(-c2nc3ncccc3o2)c1	1%
COc1cc(OC)cc(C(=O)N2CCN(C(=O)c3cccnc3)CC2)c1	0%
CCOC(=O)C1=C(C)N(C)C(=O)NC1c1cccc2ccccc12 (centres undefined)	0%
COc1ccc(-c2c(C#Cc3ccc(N(C)C)cc3)c3ccccc3n2C)cc1	-25%
CC(C)NC(=O)c1ccc(CN2CCc3ccccc3C2)cc1	-4%
CC(C)c1cccc(C(C)C)c1NC(=O)CN(C)C1CCS(=O)(=O)C1 (centres undefined)	3%
CC(C)(C)c1ccc(C(=O)NCC(=O)OCC(=O)N2CCN(S(=O)(=O)c3ccc(Cl)cc3)CC2)cc1	-7%
COc1cccc(Cn2cc(C)cc(NC(=O)NCc3ccccc3)c2=O)c1	6%
O=C(CCc1nc(-c2ccccc2)no1)NC1CCCCCC1	6%
CCOC(=O)C1CCN(C(=O)Cc2ccc(-c3ccccc3)cc2)CC1	35%[activator]
COc1cc(OC)c(C(=O)OCC(=O)NC2CCCCCCC2)cc1OC	-2%
Cc1nn(-c2ccccc2)c(C)c1C(=O)OCC(=O)Nc1ccccc1	3%
CC1CCCC(C)N1C(=O)COC(=O)c1cc(F)c(F)cc1Cl (centres undefined)	3%
O=C(N/N=C/c1c[nH]c2ccccc12)c1ccc(Br)cc1	0%
CCc1noc(C)c1C(=O)NNC(=O)c1ccccc1F	4%
CC1CCCCN1CCCNc1ccc(C(CC(N)=O)NC(=O)c2ccccc2)cc1[N+](=O)[O-] (centres undefined)	3%
C[C@H](NC(=O)c1nc[nH]c1C(=O)N(C)Cc1ccccc1)C(=O)OC(C)(C)C	5%
CCOC(=O)C1CCCN(C(=O)CNC(=O)c2ccc(Br)o2)C1 (centres undefined)	45%[activator]
NCC(=O)NNC(=O)OCC1c2ccccc2-c2ccccc21	1%[2.29 µM]
CC1CCCCC12NC(=O)N(CC(=O)N1CCN(S(=O)(=O)c3cccs3)CC1)C2=O (centres undefined)	0%
C[C@H](NC(=O)c1nc[nH]c1C(=O)N[C@@H](CCCCN)C(=O)OC(C)(C)C)C(=O)OCc1ccccc1	-5%
CC(C)N(Cc1ccccc1)C(=O)COC(=O)c1cc(S(=O)(=O)N(C)C)ccc1N1CCCC1	-7%
O=C(NNC(=O)c1cccc(-n2cccc2)c1)c1ccccc1	-6%
COc1ccc(CCNC(=O)C2CCN(C(=O)c3ccc(Br)cc3)CC2)cc1	1%[2.29 µM]
O=C1CC2(CCN(C(=O)COc3ccc(F)cc3)CC2)Oc2ccccc21	1%
CCCCCn1cnnc1SCC(=O)c1ccc2c(c1)OCO2	3%
SMILES	L3MBTL1 block
CC(OC(=O)c1cccc(S(=O)(=O)N(C)C)c1)C(=O)NCc1ccc2c(c1)OCO2 (centres undefined)	-1%
O=C(NCC1CCCN1S(=O)(=O)c1cccs1)c1ccc(F)cc1 (centres undefined)	-1%
Cc1ccc(NC(=O)COC(=O)CSCC(=O)Nc2cc(C)on2)c(C)c1	-5%
COc1ccc(S(=O)(=O)N2CCN(Cc3ccccc3)CC2)c(C)c1	0%
COc1ccc(-c2c(-c3cc(OC)cc(OC)c3)n(C)c3ccc(-c4cnc(OC)nc4)cc23)cc1	-1%
COc1cc(C(C)=O)ccc1OCC(O)CN1CCN(c2ccc(C)cc2C)CC1 (centres undefined)	4%[2.29 µM]
CCC(C)[C@H]1COCCS(=O)(=O)N1Cc1ccc(C)cc1 (some centres undefined)	12%
Cc1ccc(NS(=O)(=O)c2c(C)nc3sccn3c2=O)c(C)c1	-3%
O=C(CCNC(=O)c1ccccc1Cl)NCc1cccnc1	4%
O=C(NCC1CCCO1)c1cn(Cc2ccccc2Cl)nc1-c1ccccc1 (centres undefined)	5%
Cc1ccc2c(c1)[C@H]1[C@H](CO2)[C@H](c2ccccc2)[C@]2(C)C(=O)Nc3ccc(Cl)cc3C(=O)N12	-2%
O=C(c1ccc(NS(=O)(=O)c2cccc([N+](=O)[O-])c2)cc1)N1CCCCCC1	5%
COc1cc(C(=O)COC(=O)c2cc([N+](=O)[O-])ccc2N2CCOCC2)ccc1OC(F)F	-4%
CCOc1ccc(C(=O)COC(=O)C2COc3ccccc3O2)cc1 (centres undefined)	-4%
Cc1cccc(C(=O)NNC(=O)c2ccc(O)cc2)c1	3%
CC(C)c1ccc(CN(C)C(=O)c2ccc(S(=O)(=O)NCc3ccco3)cc2)cc1	-4%
CCCN(CC(=O)Nc1ccccc1C)C(=O)c1ccc(-c2ccc([N+](=O)[O-])cc2)o1	-4%
CCOP(=O)(c1ccccc1)C(O)c1ccc([N+](=O)[O-])cc1 (centres undefined)	0%[2.29 µM]
CC[C@]1(C(=O)OC)[C@H]2C(=O)N(C)C(=O)[C@H]2[C@H]2CN=C(SCc3ccc(Cl)cc3)N21	12%
CCCCn1c(N)c(N(CC(C)C)C(=O)c2cccc(S(=O)(=O)N3CCN(C(C)=O)CC3)c2)c(=O)[nH]c1=O	-2%
COc1cc(SC)ccc1C(=O)N1CCc2ccccc21	-2%
Cc1cc(C)nc(SCCCNCc2c(F)cccc2Cl)n1	-6%
CCN1/C(=C2/SC(=S)N(NC(C)=O)C2=O)Sc2ccc(OC)cc21	5%[2.29 µM]
CC[C@]12c3[nH]c4ccc(Cl)cc4c3CCN1C(=O)[C@@H](CC(=O)NCCN1CCOCC1)C[C@@H]2C(=O)N1CCN(C(=O)c2ccco2)CC1	5%
Cc1ccc(S(=O)(=O)N2CCN(C(=O)c3cc4c(s3)CCCC4)CC2)cc1	0%
SMILES	L3MBTL1 block
Cc1cc(NC(=O)Cn2cnc3sccc3c2=O)no1	-1%
COc1cc(C(C)=O)ccc1OCC(=O)OC(C)C(=O)c1ccc(F)cc1 (centres undefined)	9%
CCN(CC(=O)NCC(=O)Nc1ccc(Br)cc1C)Cc1ccccc1	1%
CC(C)(C)CN1CCN(Cc2cccnc2)CC1CCO (centres undefined)	-2%[2.29 µM]
CC(C)CN1C2CCCC1CC(NC(=O)c1ccc([N+](=O)[O-])cc1)C2 (centres undefined)	7%
CC1CCC2(CC1)NC(=O)N(CC(=O)NCc1ccc(F)cc1)C2=O (centres undefined)	-1%
CC(=O)NC(c1ccc(Cl)cc1Cl)c1ccc2cccnc2c1O (centres undefined)	-27%
COc1ccc(NC(=O)CCCOc2ccc(Cl)c(C)c2)cc1S(=O)(=O)N1CCOCC1	1%
CC(C)[C@H](NC(=O)N1CCn2c1nc1ccccc12)C(=O)N[C@@H](C(=O)O)c1ccccc1	-9%
C[C@]12c3[nH]c4ccc(Cl)cc4c3CCN1C(=O)[C@@H](CC(=O)NCCCn1ccnc1)C[C@@H]2C(=O)N1CCOCC1	0%
CCN(C[C@H]1N[C@@](CC)(C(=O)OC)[C@H]2C(=O)N(C)C(=O)[C@@H]12)C(=O)c1ccccc1	4%
Cc1ccc(S(=O)(=O)N2CCCCC2)cc1NS(=O)(=O)c1ccccc1F	-4%
Cc1ccc(N(C)S(=O)(=O)c2cccc(C(=O)NNC(=O)c3ccncc3)c2)cc1	-1%
CC(Sc1nnc(Cc2ccccc2)o1)C(=O)Nc1ccccc1[N+](=O)[O-] (centres undefined)	1%
Cc1ccc(C(CNS(=O)(=O)c2ccc(F)cc2)N2CCN(C)CC2)cc1 (centres undefined)	-9%
COc1ccc(NC(=O)c2ccc(OCC3CCCO3)cc2)cc1Cl (centres undefined)	7%
Cc1nc(SCC(=O)N2c3ccccc3NC(=O)CC2C)c2c(C)c(C)sc2n1 (centres undefined)	-1%
CC(OC(=O)/C=C/c1ccc(Br)cc1)C(=O)N1CCOCC1 (centres undefined)	2%
COc1cc(C)nc(NS(=O)(=O)c2ccccc2Cl)n1	0%
Cn1c(=O)c(-c2ccccc2[N+](=O)[O-])c(Cl)c2ccccc21	-4%
CSCCC(NC(=O)COc1ccccc1)C(=O)N(C)Cc1ccc(SC)cc1 (centres undefined)	-10%
CC(Sc1ncnc2sccc12)C(=O)Nc1ccc(S(N)(=O)=O)cc1 (centres undefined)	1%
Cc1ccc(C(=O)C(C)OC(=O)CCS(=O)(=O)c2ccc(C)cc2)cc1 (centres undefined)	4%
COc1cc(C(=O)OCC(=O)N2CCCC2)cc2c1OCCO2	10%
Brc1cccc(CNCC2CCCO2)c1 (centres undefined)	0%

Among those listed so far, these have a nitro group on carbon:
SMILES	L3MBTL1 block
CC1CCCCN1CCCNc1ccc(C(CC(N)=O)NC(=O)c2ccccc2)cc1[N+](=O)[O-] (centres undefined)	3%
O=C(c1ccc(NS(=O)(=O)c2cccc([N+](=O)[O-])c2)cc1)N1CCCCCC1	5%
COc1cc(C(=O)COC(=O)c2cc([N+](=O)[O-])ccc2N2CCOCC2)ccc1OC(F)F	-4%
CCCN(CC(=O)Nc1ccccc1C)C(=O)c1ccc(-c2ccc([N+](=O)[O-])cc2)o1	-4%
CCOP(=O)(c1ccccc1)C(O)c1ccc([N+](=O)[O-])cc1 (centres undefined)	0%[2.29 µM]
CC(C)CN1C2CCCC1CC(NC(=O)c1ccc([N+](=O)[O-])cc1)C2 (centres undefined)	7%
CC(Sc1nnc(Cc2ccccc2)o1)C(=O)Nc1ccccc1[N+](=O)[O-] (centres undefined)	1%
Cn1c(=O)c(-c2ccccc2[N+](=O)[O-])c(Cl)c2ccccc21	-4%

Remaining list, next part:
SMILES	L3MBTL1 block
Cc1ccc(S(=O)(=O)CCC(=O)OCC(=O)Nc2cc(S(=O)(=O)N3CCOCC3)ccc2C)cc1	3%
O=C(COC(=O)c1cc(=O)[nH]c2ccccc12)NCc1ccccc1	5%
Cc1cccc(-n2ncc3c(=O)[nH]c(SCC(=O)N4CC(=O)Nc5ccccc54)nc32)c1	4%
CCOc1ccc(C=NNc2ccc(S(=O)(=O)Nc3ccccc3C(=O)O)cc2[N+](=O)[O-])cc1OC	?
COc1cc(OC)cc(C(=O)OCC(=O)c2cc(C)n(CC3CCCO3)c2C)c1 (centres undefined)	-9%
CC1(C)C(=O)Nc2ccccc2N1C(=O)COC(=O)c1cccnc1Cl	-20%
CC(C)NC(=O)Nc1ccc2c(c1)C(=O)N([C@H](C)CO)C[C@H](C)[C@@H](CN(C)C(=O)Nc1ccccc1)O2	2%
COc1cc(/C=C/C(=O)OCC(=O)NCCc2ccc(S(N)(=O)=O)cc2)ccc1OCC#N	-6%
Cc1csc(SCC(=O)Nc2ccc(F)cc2Cl)n1	3%
COc1ccc(OC)c(C(=O)COC(=O)COc2ccccc2F)c1	4%
COc1cc(NC(=O)CSc2nnc3ccc(-c4cccnc4)nn23)cc(OC)c1	1%

Reprinted at random: 6 compounds from above
SMILES	L3MBTL1 block
CCOc1ccc(C=NNc2ccc(S(=O)(=O)Nc3ccccc3C(=O)O)cc2[N+](=O)[O-])cc1OC	?
COc1ccc(OC)c(C(=O)COC(=O)COc2ccccc2F)c1	4%
CC1(C)C(=O)Nc2ccccc2N1C(=O)COC(=O)c1cccnc1Cl	-20%
COc1cc(NC(=O)CSc2nnc3ccc(-c4cccnc4)nn23)cc(OC)c1	1%
Cc1ccc(S(=O)(=O)CCC(=O)OCC(=O)Nc2cc(S(=O)(=O)N3CCOCC3)ccc2C)cc1	3%
O=C(COC(=O)c1cc(=O)[nH]c2ccccc12)NCc1ccccc1	5%
